Assay outcomes: PubChem BioAssay, National Center for Advancing Translational Sciences (NCATS)
TRHR PAM: qHTS for Small Molecule Agonists and Allosteric Enhancers of Human TRH Receptor: Primary Screen for Enhancers. Thyrotropin-releasing hormone receptor (Homo sapiens), P34981. hit rate 0.66% among 360,000. TRHR cells, fluo-8 calcium fluorescence, EC20 TRH enhancement. enhancement, % at 2 µM; in the data active = enhancement above about 30%; note: 0% is about no effect
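Enhancer read-out: after compound pinning and an initial kinetic agonist-mode read, an EC20 of TRH (10 nM final) was injected and fluo-8 calcium signal (Ex 480/Em 530) followed at 1 s/cycle for 100 cycles in TRHR-expressing cells.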
RXFP1 agonist: qHTS Assay for Agonists of the Relaxin Receptor RXFP1. hit rate 0.3% among 370,000. HEK293T-RXFP1 cAMP TR-FRET, 30 min; response scale: percent of porcine relaxin response, buffer zero. AID 2676, 2010. Relaxin receptor 1 (Homo sapiens), Q9HBX9. Potency, µM (series often up to 57.5 µM), inactives show top-dose activation, most hits filed as activators; note: potency is the fitted concentration of half-maximal effect; % is set by controls: 0 for no effect and ±100 for the full control effect; nearly all actives have a fitted effect of over 60% in size; many of its hits are not listed in these tables
Target sequence (Q9HBX9 whole entry, looked up): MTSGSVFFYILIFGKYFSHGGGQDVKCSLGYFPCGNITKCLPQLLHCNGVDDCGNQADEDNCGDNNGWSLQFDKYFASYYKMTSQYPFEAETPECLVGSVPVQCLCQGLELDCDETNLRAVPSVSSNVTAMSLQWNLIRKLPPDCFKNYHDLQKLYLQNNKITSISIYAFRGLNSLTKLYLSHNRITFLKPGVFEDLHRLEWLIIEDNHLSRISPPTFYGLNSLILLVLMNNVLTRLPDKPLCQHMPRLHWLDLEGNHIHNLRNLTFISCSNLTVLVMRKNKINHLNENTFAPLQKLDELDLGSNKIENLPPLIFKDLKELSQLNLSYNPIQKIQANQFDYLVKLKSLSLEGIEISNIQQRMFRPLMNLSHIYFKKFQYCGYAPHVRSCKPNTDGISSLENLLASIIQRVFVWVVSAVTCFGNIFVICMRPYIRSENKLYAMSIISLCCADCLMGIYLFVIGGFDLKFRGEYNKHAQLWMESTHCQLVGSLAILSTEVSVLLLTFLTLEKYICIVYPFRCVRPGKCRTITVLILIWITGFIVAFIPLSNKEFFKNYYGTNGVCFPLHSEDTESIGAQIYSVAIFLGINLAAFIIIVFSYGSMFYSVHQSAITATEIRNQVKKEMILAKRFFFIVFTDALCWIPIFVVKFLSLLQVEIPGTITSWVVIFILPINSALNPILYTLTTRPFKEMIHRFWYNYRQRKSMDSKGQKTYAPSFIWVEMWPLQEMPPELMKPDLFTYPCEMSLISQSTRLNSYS
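cAMP rise read by TR-FRET after 30 min, 37C compound exposure (up to 58 uM) in RXFP1-transfected HEK293 cells with Ro 20174 present. EC50 from Hill-equation fits, with 29 nM porcine relaxin as 100% and buffer as basal.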
TRHR ag: qHTS for Small Molecule Agonists and Allosteric Enhancers of Human TRH Receptor: Primary Screen for Agonists; TRHR cells, calcium flux fluo-8, FDSS agonist mode; hit rate 0.18% among 360,000; activation, % at 2 µM; AID 493084, 2011; Thyrotropin-releasing hormone receptor (Homo sapiens), P34981; in the data active = activation above about 30%; note: 0% is about no effect
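TRHR-expressing cells loaded with fluo-8 calcium dye; 23 nL library compound pin-transferred, kinetic FDSS fluorescence (Ex 480/Em 530) recorded about 180 s for agonist-induced calcium release, before a 10 nM TRH EC20 addition for potentiator mode.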
RXFP1 antagonist: qHTS Assay for Antagonists of the Relaxin Receptor RXFP1. Relaxin receptor 1 (Homo sapiens), Q9HBX9. HEK293-RXFP1, relaxin-stimulated cAMP HTRF, 30 min; active compounds read low. activity change, negative = inhibition, % at 57.5 µM. hit rate 0.59% among 350,000. AID 1259400, 2018;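 active = activity change of -60% or lower, but not beyond a set lower limit; inconclusive = change between -60% and -40%, or beyond the set limit; inactive = change above -40%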; note: % is set by controls: 0 for no effect and ±100 for the full control effect
D2 potentiator: HTS Assay for Positive Allosteric Modulators of the Human D2 Dopamine Receptor: Primary Screen for Potentiators; potentiation, % at 10 µM; AID 485347, 2010; HEK293 T-REx D2, calcium flux, EC20 dopamine potentiation; D(2) dopamine receptor (Homo sapiens), P14416; hit rate 0.34% among 340,000;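 active = potentiation over 3 SD above the plate norm, cut at about 30% in these data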; note: 0% is about no effect
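Calcium flux readout, no-wash dye, 1 read/s. Inducible HEK293 Trex D2 line, overnight 30 C. Compound alone 180 s (agonist flags), then EC20 dopamine, another 180 s to score potentiation.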
D1 antagonist: Antagonist of Human D 1 Dopamine Receptor: qHTS; HEK293 TREx D1 cells, calcium flux, dopamine EC80; active compounds read low; activity change, negative = inhibition, % at 10 µM; hit rate 3.2% among 360,000; in the data active = activity change below about -30%; note: % is set by controls: 0 for no effect and ±100 for the full control effect
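Using tetracycline-induced force-coupled D1 Hek293 cells and a calcium dye, signals were followed for 180 s after compound, then for 180 s after EC80 dopamine, to detect inhibitors.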
Anesthetic bind: qHTS Assay for Identification of Novel General Anesthetics; apoferritin/1-aminoanthracene competitive binding, fluorescence; hit rate 0.074% among 350,000; Potency, µM (doses to about 77.5 µM), without a hit: at the top dose activity change, negative = displacement, usual class: inhibitors; note: potency is the fitted concentration of half-maximal effect; % is set by controls: 0 for no effect and ±100 for the full control effect; nearly all actives have a fitted effect of over 20% in size
Target sequence (P02791 2-175 limits assumed): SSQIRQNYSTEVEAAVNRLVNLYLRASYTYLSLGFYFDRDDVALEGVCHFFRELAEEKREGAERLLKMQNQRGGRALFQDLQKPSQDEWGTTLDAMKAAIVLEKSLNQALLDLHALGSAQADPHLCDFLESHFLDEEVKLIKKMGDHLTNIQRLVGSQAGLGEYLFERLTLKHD
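Concentration-response curves derived by four-parameter Hill fitting of normalized fluorescence, where compounds displaced 1-AMA from 10 uM horse apoferritin following a brief 10 min room-temperature incubation; propofol titration acted as positive control.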
D1 ag: Allosteric Agonists of the Human D1 Dopamine Receptor: qHTS | D(1A) dopamine receptor (Homo sapiens), P21728 | HEK293 T-REx D1 cells, calcium flux, agonist mode | activation, % at 2 µM | hit rate 1% among 360,000 | AID 504660, 2011; in the data active = activation above about 30%; note: 0% is about no effect
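Inducible HEK293 T-REx D1 cells, force-coupled to calcium signalling, were plated at 4000 cells/well with tetracycline and held overnight at 30 C. After no-wash calcium dye loading, compound-evoked calcium rise over 180 s flagged agonists.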
D1 PAM: Potentiators of Human D1 Dopamine Receptor: qHTS; D(1A) dopamine receptor (Homo sapiens), P21728; potentiation, % at 10 µM; AID 504651, 2011; hit rate 0.036% among 360,000; HEK293 TREx D1 cells, calcium flux, dopamine EC20 potentiation; in the data active = potentiation above about 30%; note: 0% is about no effect
* hit, by the source's call; u = inconclusive; x = no result given. Unless noted, calls come from the whole dose curve; as a rule, active = well fitted curve in the direction sought with a large enough effect; inconclusive = small, poorly fitted or top-dose-only effect, or another doubt; inactive = no such curve, though single readings can be large; an effect the other way counts as inactive or inconclusive. The list is partial (hit frequency here may not be typical).

Fields – TRHR PAM	RXFP1 agonist	TRHR ag	RXFP1 antagonist	D2 potentiator	D1 antagonist	Anesthetic bind	D1 ag	D1 PAM
CCOc1ccccc1NC(=O)C(CC)Sc1nc2ccsc2c(=O)n1CCC(=O)O (stereo unspecified)
→ 1	5.3%	-0.2	-18	7	5	-6%	4	3
CCOC(=O)C(C)(C)NS(=O)(=O)c1ccc(Cl)c([N+](=O)[O-])c1
→ -3	0.1%	-1.2	5	-7	-6	6%	3	-1
CC1(C)CC(NNCCC#N)=CC(=[N+]2CCCC2)C1
→ -5	2.4%	0.2	2	-2	10	-18%	0	3
CCOC(=O)C1(CCOc2ccccc2)CCN(Cc2ccc(OC)c(O)c2)CC1
→ -1	0.1%	-1.2	-8	2	-71*	u	27	0
CCC(=O)Nc1ccc(N2CCOCC2)c(S(=O)(=O)Nc2ccc(Cl)cc2)c1
→ 3	-0.1%	0.8	2	-4	0	x	2	-2
COc1cccc(C2CC(=O)N3CN(c4ccccc4F)CSC3=C2C#N)c1 (stereo unspecified)
→ 1	-0.4%	0.4	-4	-9	-1	-15%	3	-2
CCOC(=O)CN1C(=O)C(C)(C)Oc2ccc(C(=O)NC(C)(C)CC)cc21
→ -10	0.1%	0.1	10	-16	2	-9%	1	6
COc1ccc(NC(=O)C(Cc2ccccc2)NS(=O)(=O)c2ccc(Br)s2)cc1OC (stereo unspecified)
→ -2	4.2%	-1.1	-3	4	-9	-11%	0	10
Cc1cccc(C(=O)NC(=S)NCc2cccnc2)c1
→ 0	-0.1%	0.1	-18	-1	6	7%	0	-1
CCCCn1c(SCC(=O)Nc2ccccc2C(F)(F)F)nc2ccsc2c1=O
→ -1	4.5%	1.1	5	-2	-20	-8%	5	-2
S=c1[nH]nc(-c2cc(-c3ccccc3)n[nH]2)n1/N=C/c1c(Cl)cccc1Cl
→ -6	-0.2%	0.3	u	14	-6	-2%	1	8
CC(C)Cc1cc(C(=O)N(C)C2CCCN(Cc3ccccc3F)C2)n(C)n1 (stereo unspecified)
→ -3	-2.6%	0.0	4	1	-14	-10%	3	2
COc1ccc(/C=C/C(=O)N2CCC(c3ccccc3)C2)cc1 (stereo unspecified)
→ 3	0.6%	-0.5	2	x	2	-18%	5	-7
COC(=O)c1ccc(-c2nc3ccccc3o2)cc1
→ 2	0.9%	0.0	x	6	15	-9%	1	-3
CN(C)CCCCCN(C)Cc1cc2ccccc2o1
→ 6	-0.4%	0.8	0	-1	2	-7%	4	2
COc1ccc(/C=N/Nc2nc3ccccc3o2)cc1OC
→ 2	-1.0%	-0.2	20	0	-7	-5%	1	-11
CC1CCN(C(=O)/C(=C\c2cccs2)NC(=O)c2ccccc2)CC1
→ -1	-2.4%	-0.2	-9	-5	-20	-14%	3	-3
COc1ccccc1-c1nc(SCC(=O)c2ccccc2)n[nH]1
→ 9	3.8%	0.3	x	-5	-27	u	0	-2
O=C(Nc1ccc2oc(=O)ccc2c1)c1ccc2ccccc2c1
→ -1	-0.5%	-0.3	-6	4	-5	2%	6	-9
Cc1ccc(CCNC(=O)NC(C)(C)C)cc1
→ -3	1.2%	1.6	-1	-10	-2	7%	0	4
Cc1sc2nc(COC(=O)c3ccc(N4CCCC(C)C4)c([N+](=O)[O-])c3)[nH]c(=O)c2c1C (stereo unspecified)
→ -1	4.0%	0.6	-16	11	11	-13%	2	-4
CCOC(=O)N1CCC(NC(=O)CCc2nc(-c3ccccc3F)no2)CC1
→ 6	0.3%	-0.4	-7	-4	-5	-6%	5	-3
CC1CCN(C(=O)COc2cccc3c2CCN(Cc2ccccc2)C3=O)CC1
→ -6	0.2%	0.0	-2	-5	2	-21%	1	0
O=c1[nH]c2ccc(NCc3ccccc3F)cc2[nH]1
→ 2	-7.6%	1.6	-13	12	-3	3%	0	6
Cc1cccc(OCC(=O)Nc2ccc3c(c2)nc(CCN2CCCCC2)n3C)c1
→ 0	1.5%	0.4	2	1	7	-4%	3	-8
COCCCN1C(=O)c2[nH]nc(-c3cc(C)cc(C)c3O)c2C1c1ccc(O)c(OC)c1 (stereo unspecified)
→ 14	-2.0%	-0.8	-1	-4	-3	-23%	0	2
COc1cccc(C2NC(=O)NC(C)=C2C(=O)Nc2ccc(C)cc2)c1OC (stereo unspecified)
→ -11	-0.5%	0.1	-27	-4	-3	-12%	2	-3
COc1ccc2c(c1)c1nc3n(c(=O)c1n2CC(=O)Nc1cc(C)[nH]n1)CCS3
→ -6	22%	-0.4	x	0	1	1%	2	-4
CCOc1ccc(S(=O)(=O)N2CCC(C(=O)NC3CCCC3)CC2)cc1
→ 1	-0.6%	-0.6	5	-3	-4	-2%	-1	0
C1CC1Cc1noc(CN2CCN(CC3CC3)CC2)n1
→ 2	-2.3%	-0.2	-5	-8	5	-6%	3	-5
COc1ccc(-c2nsc(NC(=O)COc3ccc(C)c(C)c3)n2)cc1
→ 1	u	1.3	-7	4	-3	-2%	2	0
Cc1cc(C)nc(N2CCCC(C(=O)NC(C)CCc3ccco3)C2)n1 (stereo unspecified)
→ -12	-2.2%	-2.2	-10	0	-3	-7%	1	0
CCCCn1c(=O)[nH]c(=O)c2c(C(=O)OCC)cc(-c3cccs3)nc21
→ 0	-0.1%	-0.1	10	8	2	-7%	1	1
COc1ccc(NC(=O)c2ccc(S(=O)(=O)NCc3cccnc3)cc2)cc1
→ -7	2.6%	0.2	-4	-4	7	-1%	1	-6
Cc1ccc(C(=O)Nc2nc3ccccc3s2)s1
→ -7	1.0%	-0.6	-2	2	-12	-21%	7	2
O=C(Nc1nc2ccccc2s1)c1ccc(N2CCCCC2)c([N+](=O)[O-])c1
→ -1	-2.1%	0.4	-3	-5	6	-12%	1	-3
COc1cc(O)oc1C=Nc1ccc(C(=O)O)cc1
→ 0	-0.2%	-0.3	-20	2	-79*	-18%	0	1
O=C(Nc1nc2ccccc2[nH]1)C1CCN(S(=O)(=O)c2cccs2)CC1
→ 0	0.5%	0.3	-14	0	-1	-1%	5	-2
OC(CNCC1CCCCC1)COc1ccccc1 (stereo unspecified)
→ -4	0.0%	0.8	-10	-20	-13	1%	2	-3
COc1ccc(CNc2nc3ccc(C)cc3s2)c(OC)c1OC
→ 0	-1.4%	0.4	-14	-5	-1	5%	9	-1
COc1cccc(CSc2nc3n(n2)C(c2cccc(F)c2)C(C(=O)Nc2ccccc2C)=C(C)N3)c1 (stereo unspecified)
→ 0	2.9%	0.6	4	-5	-12	3%	10	-3
Cc1cc(Br)ccc1NC(=O)CN(C)C(=O)CSCc1ccccc1
→ -4	-0.7%	0.4	-39	-5	-3	x	3	-5
CCCCn1c(N)c(N(CC(C)C)C(=O)COC(=O)C2(c3ccccc3)CC2)c(=O)[nH]c1=O
→ 0	1.9%	-0.3	-10	0	22	x	1	1
CC(=O)c1ccc(NC(=O)Cn2ncc3c4ccccc4n(Cc4ccccc4)c3c2=O)cc1
→ 2	u	1.1	-4	-1	13	-13%	3	4
Cc1ccccc1CNCCSc1nnnn1C
→ -3	-1.5%	-0.2	x	3	-11	-2%	-1	-3

Complete entries as entered above. Order of screens: TRHR PAM	RXFP1 agonist	TRHR ag	RXFP1 antagonist	D2 potentiator	D1 antagonist	Anesthetic bind	D1 ag	D1 PAM
CCOC(=O)N1CCC(NC(=O)CCc2nc(-c3ccccc3F)no2)CC1 as listed: 6	0.3%	-0.4	-7	-4	-5	-6%	5	-3
COc1ccc(NC(=O)c2ccc(S(=O)(=O)NCc3cccnc3)cc2)cc1 as listed: -7	2.6%	0.2	-4	-4	7	-1%	1	-6

Next part
Fields – TRHR PAM	RXFP1 agonist	TRHR ag	RXFP1 antagonist	D2 potentiator	D1 antagonist	Anesthetic bind	D1 ag	D1 PAM
Cc1ccc(S(=O)(=O)N/N=C\c2ccc([N+](=O)[O-])o2)cc1C
→ -2	0.4%	1.3	-1	15	-14	-5%	1	10
COc1cc(C(=O)NCc2ccc3[nH]c(C)cc3c2)cc(OC)c1OC
→ -2	-1.6%	0.6	-1	-15	-12	-18%	1	0
COc1ccc(CCN(C)CC(=O)Nc2ccc(F)c(Cl)c2)cc1OC
→ 0	-4.4%	-0.9	-18	7	-9	-17%	4	-7
Cc1cc(C)c(S(=O)(=O)Nc2ccncc2)cc1C
→ 3	-0.6%	0.1	4	-1	16	-11%	3	4
CCO/C=C1/C(=O)N(C(C)=O)c2ccccc21
→ 1	-0.6%	-0.6	12	5	21	0%	2	-7
O=C(N[C@H]1CC1c1ccccc1)c1ccc([N+](=O)[O-])cc1 (stereo partly specified)
→ -6	2.0%	-0.9	5	-22	-15	-6%	3	0

Given field by field: two of the compounds above.
> Cc1ccc(S(=O)(=O)N/N=C\c2ccc([N+](=O)[O-])o2)cc1C
  TRHR PAM: -2	RXFP1 agonist: 0.4%	TRHR ag: 1.3	RXFP1 antagonist: -1	D2 potentiator: 15	D1 antagonist: -14	Anesthetic bind: -5%	D1 ag: 1	D1 PAM: 10

> O=C(N[C@H]1CC1c1ccccc1)c1ccc([N+](=O)[O-])cc1 (stereo partly specified)
  TRHR PAM: -6	RXFP1 agonist: 2.0%	TRHR ag: -0.9	RXFP1 antagonist: 5	D2 potentiator: -22	D1 antagonist: -15	Anesthetic bind: -6%	D1 ag: 3	D1 PAM: 0
